D2 antagonist: antagonists of human D2 dopamine receptor | P14416 | HEK293 TREx D2 cells, calcium flux, dopamine EC80 | inhibition, % at 10 µM | 340,000 tested, 2% active; in the data active = inhibition above about 30%; note: 0% is about no effect
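Measurement of antagonist activity uses fluorescent calcium dye in inducible HEK293 T-REx D2 cells: 10 s baseline, compound addition with 180 s read, EC80 dopamine addition with a further 180 s read.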
TrxR1 inh: rat TrxR1 inhibition; O89049; recombinant rTrxR1, NADPH fluorescence consumption, selenite substrate; Potency, µM (top dose mostly 114 µM), inactives show at the top dose activity change, negative = inhibition, usual class: inhibitors; 390,000 tested, 1% active; AID 588453; note: potency is the fitted concentration of half-maximal effect; % is set by controls: 0 for no effect and ±100 for the full control effect; nearly all actives have a fitted effect of over 65% in size
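Rat TrxR1 (90 nM in the dispensed reagent) was pre-reduced with 400 uM NADPH for 5 min at room temperature, then incubated with compound for 15 min. After 400 uM selenite was added, NADPH fluorescence (Ex 340/Em 450 nm) was followed for 8 min.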
USP1 inh: USP1/UAF1 (human) deubiquitinase inhibition; O94782; recombinant USP1/UAF1, Ub-Rhodamine cleavage fluorescence; Potency, µM (top dose mostly 57.1 µM), without a hit: top-dose activity change, negative = inhibition, usual class: inhibitors; 390,000 tested, 0.23% active; note: potency is the fitted concentration of half-maximal effect; % is set by controls: 0 for no effect and ±100 for the full control effect; nearly all actives have a fitted effect of over 60% in size; inactives centre near -12
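High-throughput fluorogenic screen: 1nM USP1/UAF1 complex, Ub-Rho substrate 150nM final, 50mM HEPES pH 7.8 with 0.5mM EDTA, 0.1 mg/ml BSA, 1mM TCEP and 0.01% Tween-20.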
TRHR PAM: allosteric enhancers of human TRH receptor | AID 493056 | enhancement, % at 2 µM | TRHR cells, fluo-8 calcium fluorescence, EC20 TRH enhancement | P34981 | 360,000 tested, 0.66% active; in the data active = enhancement above about 30%; note: 0% is about no effect
Target sequence (P34981 whole entry, looked up): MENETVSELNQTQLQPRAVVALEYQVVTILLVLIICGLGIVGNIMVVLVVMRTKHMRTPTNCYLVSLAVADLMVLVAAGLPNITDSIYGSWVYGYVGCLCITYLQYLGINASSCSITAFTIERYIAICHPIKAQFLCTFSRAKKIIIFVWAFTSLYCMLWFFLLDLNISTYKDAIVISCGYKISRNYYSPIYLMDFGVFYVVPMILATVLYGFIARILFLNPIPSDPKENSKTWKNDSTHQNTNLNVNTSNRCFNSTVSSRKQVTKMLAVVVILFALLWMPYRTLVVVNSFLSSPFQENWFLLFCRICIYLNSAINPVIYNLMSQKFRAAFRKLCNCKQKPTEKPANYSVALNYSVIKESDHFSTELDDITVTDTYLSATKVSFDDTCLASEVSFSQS
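Enhancer read-out: after compound pinning and an initial kinetic agonist-mode read, an EC20 of TRH (10 nM final) was injected and fluo-8 calcium signal (Ex 480/Em 530) followed at 1 s/cycle for 100 cycles in TRHR-expressing cells.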
D2 ag: activates the human D2 dopamine receptor; P14416; HEK293 T-REx D2 cells, calcium flux agonist mode; activation, % at 2 µM; 340,000 tested, 0.53% active; AID 485358;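 active = activation over 3 SD above normal in the single-dose calcium agonist read, cut at about 30% in these data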; note: 0% is about no effect
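Agonism scored from kinetic calcium signal (1 read/sec, 180 s) following compound pin transfer, after a 10 s baseline. Cells: HEK293 Trex line expressing inducible D2 receptor coupled to calcium, dye-loaded after overnight culture at 30 C.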
TRHR ag: TRH receptor (human) agonism; P34981; TRHR cells, calcium flux fluo-8, FDSS agonist mode; activation, % at 2 µM; 360,000 tested, 0.18% active; in the data active = activation above about 30%; note: 0% is about no effect
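TRHR-expressing cells loaded with fluo-8 calcium dye; 23 nL library compound pin-transferred, kinetic FDSS fluorescence (Ex 480/Em 530) recorded about 180 s for agonist-induced calcium release, before a 10 nM TRH EC20 addition for potentiator mode.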
TrxR1 substrate: substrates of rat thioredoxin reductase 1; Potency, µM (doses to about 114 µM), for inactives: at the top dose activity change, negative = substrate turnover; purified TrxR1 substrate turnover, NADPH consumption readout; 390,000 tested, 0.01% active; AID 588456; O89049; note: potency is the fitted concentration of half-maximal effect; % is set by controls: 0 for no effect and ±100 for the full control effect; nearly all actives have a fitted effect of over 50% in size
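Rat TrxR1, dispensed at 90 nM, was prereduced with 400 uM NADPH (final) for 5 min at ~22 deg C, then incubated with compound 15 min before 400 uM selenite. A first-read NADPH fluorescence drop versus no-compound background flagged substrates.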
IDH1 R132H inh: human IDH1 R132H inhibition | IDH1-R132H enzyme, NADPH consumption, diaphorase/resazurin fluorescence | Potency, µM (highest dose often 76.6 µM), for inactives: top-dose activity change, negative = inhibition, most hits filed as inhibitors | 390,000 tested, 0.093% active; note: potency is the fitted concentration of half-maximal effect; % is set by controls: 0 for no effect and ±100 for the full control effect; nearly all actives have a fitted effect of over 65% in size
Target sequence (O75874 whole entry R132H, stated change not applied): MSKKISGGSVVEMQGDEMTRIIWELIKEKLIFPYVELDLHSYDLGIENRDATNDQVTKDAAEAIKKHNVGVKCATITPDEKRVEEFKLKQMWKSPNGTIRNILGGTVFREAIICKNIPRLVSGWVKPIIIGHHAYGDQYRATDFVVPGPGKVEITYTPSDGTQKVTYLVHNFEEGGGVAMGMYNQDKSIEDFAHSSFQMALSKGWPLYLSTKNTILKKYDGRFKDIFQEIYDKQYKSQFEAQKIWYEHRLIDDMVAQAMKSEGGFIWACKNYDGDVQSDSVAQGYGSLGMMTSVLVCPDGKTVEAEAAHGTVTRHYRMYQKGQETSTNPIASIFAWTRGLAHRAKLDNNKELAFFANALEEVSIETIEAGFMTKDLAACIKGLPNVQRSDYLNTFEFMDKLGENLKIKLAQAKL
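IDH1-R132H (0.5 ug/mL) preincubated 30 min with compound, then NADPH (0.016 mM) and alpha-KG (2 mM) added; 80 min at RT, pH 7.5. Remaining NADPH coupled via diaphorase/resazurin to fluorescence (540/590 nm); concentration-response curves normalized to no-enzyme control.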
PI4K2A inh: inhibitors of human PI4K2A | Q9BTU6 | AID 1346378 | 420,000 tested, 0.13% active | activity change, negative = inhibition, % at 76.9 µM | purified PI4K2A, ADP-Glo luminescence, 1 h; stronger effect = lower value; in the data active = activity change below about -50%; inconclusive = mostly about -30% to -49%;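 note: -100% = wells without enzyme as full effect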
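Compounds are screened against recombinant PI4K2A using PI as substrate and ATP, the latter dispensed at 300 microM. Reactions run one hour at ambient temperature before ADP-Glo detection; full inhibition defined by wells lacking enzyme.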
Starred values were filed as active, the others as inactive; u = inconclusive; x = no result given; [ ] = dose if it differs, or a comment. Unless noted, calls come from the whole dose curve; as a rule, active = well fitted inhibition curve with a large enough effect; inconclusive = small, poorly fitted or top-dose-only effect; inactive = no such curve, though single readings can be large or run the other way.

SMILES	D2 antagonist	TrxR1 inh	USP1 inh	TRHR PAM	D2 ag	TRHR ag	TrxR1 substrate	IDH1 R132H inh	PI4K2A inh
O=C(Cn1nc(Cc2cccnc2)c2ccccc2c1=O)NCC1COc2ccccc2O1 (stereo not given)	-10.3	9.2%[57.1 µM]	-16.5%	0.9	-0.2	-0.5	-7.5%[57.1 µM]	13.6%	-1.9
COc1ccccc1N1CCN(C(=O)CSc2nc(C)c(C)c(=O)[nH]2)CC1	5.8	31.9%	-17.9%	-2.1	-0.7	-0.6	3.7%	0.0%	-2.6
CC(=O)N1CCc2cc(CNC(=O)Cc3ccc(F)cc3)ccc21	x	-7.7%[57.1 µM]	u	-3.3	0.3	0.0	-10.2%[57.1 µM]	-12.8%	-5.7
Oc1ccccc1N1CCN(c2ncnc3sc(-c4ccccc4)cc23)CC1	-21.7	-0.4%	-27.5%	-3.2	2.3	0.5	5.2%	-9.5%	-0.7
COc1cccc(Cn2ccn(-c3ccc(F)cc3)c(=O)c2=O)c1	x	13.4%	1.9%	2.1	1.6	0.2	10.8%[11.4 µM]	-15.4%	-3.6
Cc1ccc(S(=O)(=O)N(Cc2c(F)cccc2Cl)C(=O)N2CCN(C)CC2)cc1	-7.6	5.4%[57.1 µM]	-19.0%	7.5	0.4	0.2	7.2%[57.1 µM]	17.9%	1.0
O=C(Nc1c(C(=O)N2CCN(c3ccccc3F)CC2)oc2ccccc12)c1ccccc1F	x	77.5%[activator]	-2.9%	-13.5	0.6	0.5	29.5%	6.7%	-2.0
Cc1ccc(CNC(=O)CCCc2nc3ccccc3s2)cc1	3.4	13.6%[57.1 µM]	-17.5%	-5.0	0.0	-0.8	-19.4%[57.1 µM]	2.1%	-9.4
CC1CN(CC(O)COC2CCC(C(C)(C)C)CC2)CC(C)O1 (stereo not given)	2.7	5.9%	-24.9%	6.0	-0.2	0.7	0.5%	0.0%	5.3
Cc1sc(/N=C/c2ccccc2O)c(C#N)c1C	5.9	x	x	20.3	2.9	0.1	x	x	x
CN(C)c1ccc(/C=N/NC(=O)c2ccccn2)cc1	-1.6	-3.1%[57.1 µM]	-11.6%	10.3	-0.3	0.3	-2.9%[57.1 µM]	4.1%	-50.1*
Cc1ccc(C(=O)OCC(=O)NNC(=O)c2ccc([N+](=O)[O-])cc2)o1	3.9	-6.0%	-24.6%	0.1	-0.1	-0.2	-2.6%	3.2%	0.4
Cc1ccccc1C(=O)Nc1ccc(N2CCN(C)CC2)nc1	3.2	24.0%[57.1 µM]	-3.1%	-3.6	0.6	-0.6	6.0%[57.1 µM]	10.1%	1.0
NC(=O)C1Cc2ccccc2CN1C(=O)c1cccc(Oc2ccccc2)c1 (stereo not given)	-7.5	13.3%	-25.4%	-0.9	-1.5	-0.2	5.4%	5.1%	3.3
O=C(NC1CCCCC1)c1ccc2c(c1)N(Cc1ccc(Cl)cc1)C(=O)c1ccccc1S2=O (stereo not given)	x	33.7%	-22.3%	2.3	x	0.5	4.2%	-16.0%	-5.9

Reprinted from the part before: three compounds, then new ones.
SMILES	D2 antagonist	TrxR1 inh	USP1 inh	TRHR PAM	D2 ag	TRHR ag	TrxR1 substrate	IDH1 R132H inh	PI4K2A inh
Cc1ccccc1C(=O)Nc1ccc(N2CCN(C)CC2)nc1	3.2	24.0%[57.1 µM]	-3.1%	-3.6	0.6	-0.6	6.0%[57.1 µM]	10.1%	1.0
NC(=O)C1Cc2ccccc2CN1C(=O)c1cccc(Oc2ccccc2)c1 (stereo not given)	-7.5	13.3%	-25.4%	-0.9	-1.5	-0.2	5.4%	5.1%	3.3
O=C(NC1CCCCC1)c1ccc2c(c1)N(Cc1ccc(Cl)cc1)C(=O)c1ccccc1S2=O (stereo not given)	x	33.7%	-22.3%	2.3	x	0.5	4.2%	-16.0%	-5.9
CCOc1cccc(NC(=O)C2CC(=O)N(C)C(=Nc3cccc(OC)c3)S2)c1 (stereo not given)	x	-14.6%	-10.2%	1.1	-0.7	-0.8	-13.1%	-12.5%	-4.5
CCOC(=O)c1c(NC(=O)CSc2cn(CCNC(=O)c3c(F)cccc3F)c3ccccc23)sc2c1CCCC2	x	16.9%	-22.6%	3.3	x	1.5	0.8%	-8.3%	0.0
CCn1c(C(C)NC(=O)c2cccs2)n[nH]c1=S (stereo not given)	-3.2	-19.4%	-3.9%	0.0	2.2	0.8	-7.7%	3.8%	0.5
COc1ccc(Cl)cc1-c1nc(SCC(=O)NC(C)C)n[nH]1	24.5	-15.3%	-14.5%	0.5	-4.8	-1.3	-1.6%	12.7%	-2.2
Cc1cccnc1CCNC(=O)C1CCC(=O)N(Cc2cccc(F)c2)C1 (stereo not given)	-14.5	-13.2%	-11.3%	-0.5	0.3	0.9	-3.6%	1.0%	-0.4
Cc1ccc(C)c(N2CCN(C(=O)c3csc(C)c3C)CC2)c1	-8.3	9.6%[0.0914 µM]	-16.6%	-5.2	0.3	0.0	2.6%	-5.5%	7.4
COC(=O)CCCC1=CC2=CC(=O)C(C)(OC(=O)c3cccs3)C(=O)C2=CN1Cc1ccco1 (stereo not given)	13.0	u	u	1.6	0.6	-0.3	-10.6%	1.1%[38.3 µM]	-21.2
CCN(C[C@H]1N[C@@](Cc2ccccc2)(C(=O)OC)[C@H]2C(=O)N(Cc3ccccc3)C(=O)[C@@H]12)S(=O)(=O)c1ccc(C(C)(C)C)cc1	x	26.2%	-19.3%	x	x	x	-0.5%	-4.6%	3.1
COc1ccc(Nc2nc3ccc(C)cn3c(=O)c2/C=N/O)cc1	-31.5	12.0%	-17.2%	-1.0	-0.6	0.9	1.2%	0.0%	-2.8
Cc1ccc(C(=O)N/C(=C\c2cccs2)C(=O)N2CCN(C)CC2)cc1C	-13.9	-8.0%	-18.5%	11.0	0.2	0.5	-10.0%	2.1%	0.4
O=c1[nH]c(CN2CCN(Cc3ccc4c(c3)OCO4)CC2)nc2sc3c(c12)CCC3	6.6	x	x	-2.8	0.7	0.2	x	x	x
CC(C)CN1C(=O)NC(NS(=O)(=O)c2ccc(N)cc2)(C(F)(F)F)C1=O (stereo not given)	-9.0	27.4%[57.1 µM]	-10.1%	5.8	1.1	0.5	5.6%[57.1 µM]	6.6%	1.3
Cc1cccc(C)c1NC(=O)C(c1ccccc1)N1CCOCC1 (stereo not given)	-8.5	6.1%	-16.4%	-0.4	-0.4	-0.3	-0.2%	-2.1%	0.0
C=CC1=C2C=C(C3CC3)N(C3CC3)C=C2C(=O)C(C)(OC(=O)c2ccco2)C1=O (stereo not given)	x	-12.1%	u	x	x	x	-7.2%	19.5%	-3.6
Cc1c(O)ccc2c(CC(=O)N[C@@H](Cc3ccccc3)C(=O)O)cc(=O)oc12	3.9	11.5%	-13.2%	5.2	0.3	-1.1	299.2%[activator]	-6.9%	3.2
Cc1cc(Oc2ccc(Br)cc2)nc(SCC(=O)c2ccccc2)n1	8.0	-2.7%	-20.8%	-3.1	1.3	1.7	-3.9%	3.8%	0.3
Cc1ccc(-c2nnn(CC(=O)N(CCO)C(C(=O)NC(C)(C)C)c3ccncc3)n2)cc1 (stereo not given)	2.0	1.6%[57.1 µM]	-5.3%	2.9	0.3	0.2	6.9%[57.1 µM]	-0.5%	2.9
COc1ccc(-c2c3c(nc4sc5c(Cl)nc(C)nc5c24)CCC3)cc1	-0.5	7.5%	-22.5%	7.8	-0.5	1.7	-2.3%	6.9%	12.9
CCc1ccc(-c2nc(CN3CCC(C(=O)NCc4ccccc4OC)CC3)c(C)o2)cc1	-6.8	-1.0%	-18.4%	12.2	-0.9	0.4	-1.6%	6.4%	-1.4
CCCn1c(SCC(=O)NC)nc2sc3c(c2c1=O)CCC3	13.2	9.8%	-21.6%	1.7	-3.0	0.0	-1.1%	1.3%	-0.8
CC(C)(C)OC(=O)N1CCC(c2c(C(=O)NCCN3CCC(Cc4ccccc4)CC3)cnn2-c2cccc(Cl)c2)CC1	x	12.4%	-15.5%	11.0	2.8	3.1	-6.0%	3.5%	1.5
COc1ccc(CNC(=O)CN(C(=O)c2snc(C(N)=O)c2N)c2ccccc2F)cc1	x	8.1%	-17.5%	2.3	x	0.2	16.0%	13.7%	3.0

Ordered by value in TrxR1 inh (smallest number first): three of the compounds above.
molecule,D2 antagonist,TrxR1 inh,USP1 inh,TRHR PAM,TRHR ag,TrxR1 substrate,PI4K2A inh
CCn1c(C(C)NC(=O)c2cccs2)n[nH]c1=S (stereo not given),-3.2,-19.4%,-3.9%,0.0,0.8,-7.7%,0.5
COc1cccc(Cn2ccn(-c3ccc(F)cc3)c(=O)c2=O)c1,x,13.4%,1.9%,2.1,0.2,10.8%[11.4 µM],-3.6
O=C(NC1CCCCC1)c1ccc2c(c1)N(Cc1ccc(Cl)cc1)C(=O)c1ccccc1S2=O (stereo not given),x,33.7%,-22.3%,2.3,0.5,4.2%,-5.9

Screening results: PubChem BioAssay, National Center for Advancing Translational Sciences (NCATS)
